KDM4E inh – JMJD2E (human) inhibition; B2RXH2; JMJD2E catalytic domain, FDH-coupled NADH fluorescence (FDH is formaldehyde dehydrogenase); Potency, µM (doses to about 57.1 µM), without a hit: at the highest dose activity change, negative = inhibition, most hits filed as inhibitors; 1.6% of 230,000 active; AID 2147; active = well fitted inhibition curve with a large enough effect, not every such curve was filed as active; inconclusive = small, poorly fitted or top-dose-only effect, or another doubt; inactive = no such curve, though single readings can be large or run the other way;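 also: 0% = wells with enzyme and -100% = buffer wells without enzyme; nearly all actives have a fitted effect of over 50% in size; many of its hits are not listed in these tables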
Target sequence (B2RXH2 1-337 limits assumed): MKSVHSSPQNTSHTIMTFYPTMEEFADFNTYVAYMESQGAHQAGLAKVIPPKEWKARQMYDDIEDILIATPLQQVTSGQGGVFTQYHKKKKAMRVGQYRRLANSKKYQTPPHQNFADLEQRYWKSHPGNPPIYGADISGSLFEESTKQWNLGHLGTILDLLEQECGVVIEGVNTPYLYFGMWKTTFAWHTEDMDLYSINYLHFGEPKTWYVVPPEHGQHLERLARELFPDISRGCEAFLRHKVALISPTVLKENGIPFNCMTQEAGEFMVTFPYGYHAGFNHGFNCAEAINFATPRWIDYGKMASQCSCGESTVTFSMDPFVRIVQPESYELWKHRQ
SMN2 splice enh – increases expression of the SMN2 splice variant. HEK293 SMN2-luciferase splicing reporter, luminescence, 30-36 h. Potency, µM (doses to about 46.1 µM), for the others: top-dose activity change, positive = activation, hits mostly activators. 2.8% of 210,000 active. AID 1458; also: % of control where 0% means no effect; nearly all actives have a fitted effect of over 55% in size
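qHTS luciferase splicing reporter: luminescence rises when SMN2 exon 7 is included in transfected HEK293 cells. Compound exposure lasted 30-36 h at 37C, with 4.5 mM final sodium butyrate as control, followed by a ONE-Glo read.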
HTT ATP protect – protects HTT-Q103 PC12 cells, measured by ATP; PC12 HTT-Q103 induced, cytoprotection, ATP luminescence, 40 h; Potency, µM (series often up to 56.4 µM), for the others: cytoprotection (ATP increase), actives largely listed as activators; 0.14% of 230,000 active;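 also: % of control where 0% means no effect; nearly all actives have a fitted effect of over 45% in size; toxic huntingtin expression switched on by the ecdysone agonist tebufenozide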
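PC12 cells stably carrying ecdysone-inducible Htt exon 1 (Q103)–GFP were induced with 100 nM tebufenozide (final) alongside library compounds in a dose series. Cytoprotection was scored as retained ATP by ATPlite luminescence.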
HTT aggregate – reduces HttQ103-GFP aggregates in PC12 cells | PC12 HttQ103-GFP aggregates, Acumen cytometry, 40 h | Potency, µM (titrated, usually from 46.1 µM), without a hit: at the highest dose activity change, negative = inhibition, hits mostly inhibitors | 1.1% of 220,000 active | AID 1688; also: % is scaled to controls: 0 for no effect and ±100 for the full control effect; nearly all actives have a fitted effect of over 60% in size
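Read-out: GFP aggregate count by laser scanning cytometer (488 nm excitation, 500-530 nm emission, 1–25 µm objects >6 SD above background). Cells: PC12, inducible HTTex1-Q103-GFP, 100 nM tebufenozide; compounds titrated.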
Tau FP inhib – blocks human tau fibril formation measured by polarization. P10636. K18 P301L tau heparin fibrillization, Alexa594 FP, 6 h. Potency, µM (series often up to 57.7 µM), for inactives: top-dose activity, negative = inhibition, most hits filed as inhibitors. 0.39% of 280,000 active. AID 1468; also: % is scaled to controls: 0 for no effect and ±100 for the full control effect; nearly all actives have a fitted effect of over 55% in size
Target sequence (P10636 561-689 P618L limits assumed): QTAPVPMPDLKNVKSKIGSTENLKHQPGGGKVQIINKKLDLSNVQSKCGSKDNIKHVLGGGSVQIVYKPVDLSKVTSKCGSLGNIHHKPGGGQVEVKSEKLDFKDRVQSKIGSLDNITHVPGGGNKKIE
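Quantitative HTS format: compounds meet 15 uM recombinant K18 P301L tau and Alexa 594-tau tracer in 100 mM sodium acetate pH 7; 20 uM heparin triggers fibrillization at 37 C over 6 hr; FP gives the signal.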
Tau ThT inhib – tau fibrillization inhibition (ThT binding) | P10636 | recombinant tau K18 P301L, heparin-induced fibrillization, ThT fluorescence | Potency, µM (top dose mostly 57.4 µM), for the others: at the top dose activity, negative = inhibition, hits mostly inhibitors | 2.1% of 270,000 active; also: % is scaled to controls: 0 for no effect and ±100 for the full control effect; nearly all actives have a fitted effect of over 55% in size
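Aggregation was driven by heparin (20 uM final) acting on recombinant tau […] bearing P301L in 100 mM sodium acetate pH 7; fibrils were detected with Thioflavin T.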
ALDH1A1 inh – inhibitors of human aldehyde dehydrogenase 1A1. P00352. Purified ALDH1A1, NADH fluorescence, propionaldehyde substrate. Potency, µM (highest dose often 75.3 µM), inactives show at the highest dose activity, negative = inhibition, actives largely listed as inhibitors. 7.3% of 220,000 active; active = well fitted inhibition curve with a large enough effect, not every such curve was filed as active; inconclusive = small, poorly fitted or top-dose-only effect, or another doubt; inactive = no such curve, though single readings can be large or run the other way;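 also: plate controls were no enzyme wells and a reference inhibitor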
Target sequence (P00352 whole entry, looked up): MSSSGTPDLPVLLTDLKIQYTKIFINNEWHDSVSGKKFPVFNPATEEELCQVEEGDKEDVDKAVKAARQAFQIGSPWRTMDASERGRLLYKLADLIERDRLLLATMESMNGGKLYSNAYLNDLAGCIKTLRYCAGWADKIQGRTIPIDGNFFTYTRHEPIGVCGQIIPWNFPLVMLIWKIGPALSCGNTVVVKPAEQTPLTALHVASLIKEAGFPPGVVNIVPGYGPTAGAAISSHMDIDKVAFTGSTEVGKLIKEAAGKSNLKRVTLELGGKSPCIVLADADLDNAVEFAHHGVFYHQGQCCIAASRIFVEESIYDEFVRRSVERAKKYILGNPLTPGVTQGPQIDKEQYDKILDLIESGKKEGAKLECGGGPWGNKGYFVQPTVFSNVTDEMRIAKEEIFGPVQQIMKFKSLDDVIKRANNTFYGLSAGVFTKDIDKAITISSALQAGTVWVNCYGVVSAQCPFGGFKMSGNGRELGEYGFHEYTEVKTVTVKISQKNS
Tau fluor counter – counter-screen for tau fibril formation inhibitors. 0.93% of 280,000 active. AID 1463. tau K18 P301L (four-repeat tau fragment) Alexa594 fluorescence, heparin fibrillization. Potency, µM (series often up to 57.7 µM), inactives show top-dose activity change, negative = decrease; also: % is scaled to controls: 0 for no effect and ±100 for the full control effect; nearly all actives have a fitted effect of over 55% in size
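Human K18 P301L tau (15 uM unlabeled plus 0.24 uM Alexa 594-labeled, final) in 100 mM sodium acetate pH 7 was mixed with compound and 20 uM heparin and incubated 6 hr at 37 C.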
* = called active by the depositor; ? = inconclusive; . = not tested or not shown; & = joins results of further samples; ! = a repeat was not active; [ ] = dose if it differs, or a comment. Unless noted, calls follow the shape of the dose curve; as a rule, active = well fitted curve in the direction sought with a large enough effect; inconclusive = small, poorly fitted or top-dose-only effect, or another doubt; inactive = no such curve, though single readings can be large; an effect the other way counts as inactive or inconclusive. Potency is read from the fitted curve at half-maximal effect. A portion of the library; the hit share may differ from the screen's.

SMILES	KDM4E inh	SMN2 splice enh	HTT ATP protect	HTT aggregate	Tau FP inhib	Tau ThT inhib	ALDH1A1 inh	Tau fluor counter
CC1CC(CCC(=O)NC(=S)Nc2ccc(Cl)cn2)C(=O)O1 (stereo not given)	?	-10%	-5%[10 µM]	21%[9.22 µM]	-1%	-6%	0%	-11%
O=c1cc(-c2ccc(O)cc2)oc2cccc(O)c12	6%	.	-49%[inhibitor][1.9 µM]	.	-13%	?	-8%	-21%
O=S(=O)(NC1=NCCCCC1)c1ccc2sc(NS(=O)(=O)c3ccc4ccccc4c3)nc2c1	-2%	.	30%[10 µM]	11%[9.22 µM]	?	.	.	-16%
COc1cc2[nH]c(=S)n(NC(=O)CC(C)C)c(=O)c2cc1OC	-10%	.	18%	?	-7%	8%	?	-2%
COc1ccc(NCc2nnc(SCC(=O)Nc3ccc(OC)cc3OC)o2)cc1	-5%	-5%	17%[10 µM]	5%[9.22 µM]	0%	?	?	-8%
COc1ccc(CN2CC(C(=O)NCCCN3CCCCCC3)CC2=O)cc1 (stereo not given)	-3%	2%	5%	-7%	0%	-7%	-1%	-1%
CCOc1ccc(-n2ccn3c(CC(C)CC(=O)O)nnc3c2=O)cc1 (stereo not given)	.	-7%	.	.	-5%	-16%	.	-13%
O=C(CN1CCC(O)(c2cccc(F)c2)CC1)NCCc1c[nH]c2ccccc12	-3%	.	0%[10 µM]	10%[9.22 µM]	4%	-14%	.	?
CCOCC(=O)Nc1cc(C(F)(F)F)ccc1Oc1cccc(Br)c1	9%	-14%	-5%	11%	1%	-17%	4%	-8%
COc1cccc(C2C(C(N)=O)=C(C)Nc3ncnn32)c1 (stereo not given)	.	-6%	.	.	4%	-2%	.	-1%
COc1cccc(CN2CCCCC2C(=O)O)c1 (stereo not given)	6%	-4%	0%	-7%	1%	2%	6%	3%
COc1ccccc1NNC(=O)C(O)(c1ccccc1)c1ccccc1	8%	.	12%[10 µM]	15%[9.22 µM]	-2%	-8%	.	-14%

An excerpt of these results, with each value named.
> COc1ccc(NCc2nnc(SCC(=O)Nc3ccc(OC)cc3OC)o2)cc1
- KDM4E inh: -5%
- SMN2 splice enh: -5%
- HTT ATP protect: 17%[10 µM]
- HTT aggregate: 5%[9.22 µM]
- Tau FP inhib: 0%
- Tau ThT inhib: ?
- ALDH1A1 inh: ?
- Tau fluor counter: -8%

> COc1ccc(CN2CC(C(=O)NCCCN3CCCCCC3)CC2=O)cc1 (stereo not given)
- KDM4E inh: -3%
- SMN2 splice enh: 2%
- HTT ATP protect: 5%
- HTT aggregate: -7%
- Tau FP inhib: 0%
- Tau ThT inhib: -7%
- ALDH1A1 inh: -1%
- Tau fluor counter: -1%

The listing continues:
SMILES	KDM4E inh	SMN2 splice enh	HTT ATP protect	HTT aggregate	Tau FP inhib	Tau ThT inhib	ALDH1A1 inh	Tau fluor counter
CC(C)N(Cc1nc(-c2ccc(Cl)cc2)no1)C(=O)C12CC3CC(CC(C3)C1)C2	5%	0%	7%	-12%	0%	-8%	0%	-1%
CN(CCO)S(=O)(=O)c1ccc2c(c1)C(=NNC(N)=O)c1cc(S(=O)(=O)N(C)CCO)ccc1-2	-19%	.	7%[10 µM]	2%[9.22 µM]	-8%	-7%	.	-10%
CCOc1ccccc1OCC(=O)NN1Cc2ccccc2C1=N	1%	8%	-8%	0%	5%	-10%	3%	-2%
O=C(Cc1cccs1)NCc1ccco1	11%	30%	17%	-7%	4%	-6%	10%	-1%
O=C(O)/C=C/C(=O)NCc1cn(-c2ccccc2)nc1-c1cccc(Br)c1	1%	.	-39%[inhibitor]	16%	?	-6%	0%	-24%
N/C(CC(=O)Nc1cc(C(F)(F)F)ccc1Cl)=N\O	-4%	-11%[9.22 µM]	-3%&12%[10 µM]	-13%[9.22 µM]	4%	-9%	28µM*!	-5%
Cc1nc(C)c(C(=O)Nc2ccccc2)s1	3%	-7%	-15%	15%	8%	-1%	1%	3%
COc1cc([N+](=O)[O-])ccc1NC(=O)CCCOc1cc(C)ccc1C	-4%	-23%	22%[10 µM]	11%	-7%	?	28µM*	?
CC1CCN(c2nnc(N3CCC(C)CC3)c3ccccc23)CC1	10%	.	-2%	2%[9.22 µM]	-1%	-4%	11%	1%
Nc1ccc(S(=O)(=O)NC(=O)c2ccccc2)cc1	-12%	-21%	?	15%	-2%&1%	-10%&0%	-3%	-9%&-4%
Cc1ccc2[nH]c3c(c2c1)CN(C(=O)CN1CCN(c2ccccc2)CC1)CC3	1%	-5%	10%	4%	6%	?	18µM*	?
COc1ccc(Cn2nnnc2C(c2cccs2)N2CCOCC2)cc1 (stereo not given)	-4%	-12%	18%	-15%	-5%	-5%	1%	-4%
N#C/C(=C\c1cccnc1)C(=O)Nc1ccccc1	?	-10%	9%[10 µM]	0%	9%	-11%	4%	-9%
CCN(CC)S(=O)(=O)c1cc(NC(=O)C(C)N2CCN(c3ccccn3)CC2)ccc1C (stereo not given)	5%	-28%	-16%	-11%	5%	-4%	?	-15%
COc1ccc2c(C(=O)CCl)c[nH]c2c1	-2%	.	24%[10 µM]	-7%[9.22 µM]	8%	?	.	?
CCN1CCN(c2cc(C)c3cc(NC(=O)/C=C/c4cccc(Cl)c4)ccc3n2)CC1	.	2%	.	.	3%	3.2µM*	.	3.5µM*[quencher]
C=CCN(CC=C)C(=O)C(=O)c1cc(C)n(-c2ccc([N+](=O)[O-])cc2)c1C	1%	-27%	-7%	-3%	2%	-7%	2%	-7%
CC1CCN(c2c(NCC3CCC(C(=O)NCCCc4ccccc4)CC3)c(=O)c2=O)CC1 (stereo not given)	3%	.	-12%[10 µM]	-9%[9.22 µM]	0%	.	.	-25%
O=C(Nc1ccc(N=Nc2ccccc2)cc1)c1ccccc1Cl	6%	11µM*	-9%[10 µM]	15%	-14%	?	8%	-21%
Cc1nnc(NC(=O)CCSc2ccccc2)s1	1%	11%	22%[10 µM]	-3%	-2%	0%	-6%	2%
NC1=NC2(CCCCC2)N(c2ccc(F)cc2)C(N)=N1	4%	23%	10%[10 µM]	-10%	0%	5%	6%	9%
CC(CN1CCOCC1)OC(=O)/C=C/c1ccccc1 (stereo not given)	7%	10%	-16%	9%	-1%	-2%	-10%	-4%
O=C(O)c1cc2nc(C3CC3)cc(C(F)(F)F)n2n1	-4%	-6%	-4%	27%	3%	4%	-1%	1%
O=[N+]([O-])c1ccccc1C1Nc2cccc3cccc(c23)N1	?	0%	-3%[10 µM]	?	-5%	?	-4%	?
COc1ccc(CNC(=O)CN(C)S(=O)(=O)c2ccc(Cl)cc2)cc1	5%	-30%	-36%[inhibitor]	25%	-3%	2%	4%	-2%
N#CC(C#N)=c1ccc2c(c1)N1C(c3ccccc3)=CC(c3ccccc3)C3CCCCC31N=2 (stereo not given)	-3%	.	11%[10 µM]	-13%[9.22 µM]	-3%	-15%	.	-19%
O=C(c1ccncc1)N1CCN(c2ccc3ccccc3n2)CC1	?	-33%[inhibitor]	15%[10 µM]	-12%	1%	-9%	?	1%
[O-]/C(=C(\C(=S)NCCN1CCOCC1)[n+]1ccccc1)c1ccc(Cl)s1	2%	3%	10%[10 µM]	5%	-2%	4%	10µM*	0%
CC(Sc1nc(-c2ccccc2)nc2c1COC(C)(C)C2)C(=O)N1CCOCC1 (stereo not given)	-5%	-6%	-2%	25%[9.22 µM]	7%	-16%	1%	-17%
Clc1ccc(-c2nc3ncccn3c2Nc2ccc3c(c2)OCCO3)cc1	6%	1%&-1%	16%	1%	2%&-1%	-8%&-15%	10%	?
O=C(COc1ccc2oc3c(c2c1)CCCC3)Nc1ccc(Br)cc1	.	-11%	.	.	-16%	?	.	-9%
O=C(O)c1ccc(O)c(O)c1	?	.	22%[10 µM]	0%[9.22 µM]	1%	?	6%	-10%
O=C(O)CN1C(=O)C2C3CC(C2C1=O)C1C(c2ccccc2)c2sc(=O)[nH]c2SC31 (stereo not given)	10%	-6%[1.84 µM]	22%[10 µM]	-6%	7%	-6%	9%	0%
c1ccc(SCc2nc(-c3cccnc3)no2)cc1	-1%	11µM*	-21%	-35%	-2%	14%	?	16%
O=C1Nc2ccc([N+](=O)[O-])cc2OC1CCN1CCN(c2ccccc2)CC1 (stereo not given)	-1%	.	2%	9%	1%	10µM*	?	-23%
CC1=CC(C)(C)N2C(=O)C3(NCCc4c3[nH]c3ccccc43)c3cc(C)cc1c32 (stereo not given)	6%	.	-25%[10 µM]	-8%[9.22 µM]	7%	-12%	.	-11%
O=C(O)c1ccc(-c2ccc(/C=C3\NC(=O)N(Cc4ccc(Cl)cc4)C3=O)o2)cc1	?	.	12%[10 µM]	3%[9.22 µM]	12%	?	?	-15%
Cc1nn(-c2ccccc2)c(C)c1/C=N/N1CCN(Cc2ccccc2)CC1	-2%	-18%	-34%[inhibitor]	.	-1%	-15%	-1%	-20%
CCCCOC(=O)C1CN(c2ccccc2)N=C1C(C)=O (stereo not given)	?	-4%	13%[10 µM]	-3%[9.22 µM]	-3%	2%	5%	-1%
Cn1c(=O)[nH]c(=O)c2c1nc(CN1CCOCC1)n2CCc1ccccc1	-2%	-16%	-3%[10 µM]	-6%	-4%	7%	?	6%
O=C(CN1CCOCC1)Nc1cccc(Br)c1	2%	13%	10%	3.2µM*	7%	-1%	?	7%
COCCn1nnnc1C(C(C)C)N1CCSCC1 (stereo not given)	-5%	.	-12%[10 µM]	-17%[9.22 µM]	2%	-3%	-3%	-5%
Cc1cc(C)n2nc(-c3cnn(C)c3C(F)(F)F)c(Cl)c2n1	-1%	-6%	-15%	-6%	-2%	-7%	2%	-7%
Cn1c(N2CCOCC2)c(/C=N/OC(=O)c2cccnc2Cl)c2ccccc21	?	-60%[inhibitor]	5%[1.9 µM]	-4%[9.22 µM]	?	-8%	-10%	-11%
N[C@H](CSC(c1ccccc1)(c1ccccc1)c1ccccc1)C(=O)O	.	.	.	.	2%	?	-4%	-10%
CCS(=O)(=O)N1Cc2ccccc2CC1C(=O)Nc1nc(C)cs1 (stereo not given)	-7%	1%	2%	8%	1%	-5%	-2%	-3%
COc1cc(Cl)c(C)cc1NC(=O)c1cn(C2CCCC2)c(=O)c2c1c1ccccc1n2C	.	-5%	.	.	11%	-1%	.	4%

Compound activity from PubChem.
